# core dimer inh – inhibitors of HCV core protein dimerization, primary screen, biochemical, TR-FRET, high-throughput. TR-FRET GST/Flag-core106 dimerization, 1536-well. inhibition, % at 5 µM. hit rate 0.33% among 300,000;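 active = inhibition above the mean of all tested compounds plus 3 SD, set per screening campaign, cut at about 45% in these data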
#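 System: GST-tagged and Flag-tagged HCV core protein residues 1-106 / Input: core106 proteins, GST 13.5 nM and Flag 17 nM / Buffer or medium: KF-containing HEPES buffer, pH 7.45, DTT, CHAPS, BSA / Probe or stimulus: Eu-anti-GST and XL665-anti-Flag labelled anti-tag antibodies / Schedule: 4 h, 22.5 °C incubation / Technique: TR-FRET 671 and 617 nm emission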
# Efflux pump mplx – inhibitors of Candida efflux pumps in yeast, primary screen, S. cerevisiae, Nile Red, multiplex; S. cerevisiae Candida pump triplex; inhibition, % at 10 µM; hit rate 0.44% among 330,000; AID 485275, 2010;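 active = plate passing quality check with inhibition over a set limit, or well fluorescence over plate mean plus 4 SD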;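 also: Nile Red retained in pooled yeast measured as flow cytometry median fluorescence; 0% = buffer negative control and 100% = Enniatin B positive control; higher means more Nile Red kept so more efflux inhibition; some compounds called inactive have numbers as strong as hits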
# PP5 primary – PP5 phosphatase inhibitors, primary screen, biochemical, fluorescence. hit rate 0.18% among 320,000. purified PP5c, OMFP substrate fluorescence. inhibition, % at 6.7 µM;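 active = inhibition above the campaign's mean inhibition across all tested compounds plus 3 SD, cut at about 9.5% in these data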;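 also: 0% = DMSO only and 100% = 100 µM cantharidin control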
# PP1 counter – PP1-alpha phosphatase inhibitors, primary screen, counter-screen for PP5 inhibitor project, biochemical, fluorescence, OMFP substrate, single point; AID 2235, 2010; Serine/threonine-protein phosphatase PP1-alpha catalytic subunit (Homo sapiens), P62136; purified PP1alpha; hit rate 0.9% among 320,000; inhibition, % at 6.7 µM;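 active = inhibition above the mean inhibition of all tested compounds plus 3 SD, computed separately for each screening campaign, cut at about 15% in these data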
# Fh CTSL1 inh – Fasciola hepatica cathepsin L1 inhibitors, primary screen, counter-screen for PFM18AAP inhibitor project, biochemical, QFRET, fluorogenic peptide substrate; recombinant F. hepatica cathepsin L1, Z-Leu-Arg-MCA fluorescence; inhibition, % at 5.96 µM; hit rate 0.49% among 300,000; AID 1906, 2009;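 active = inhibition above the mean of all tested compounds plus 3 SD, set per screening campaign, cut at about 17% in these data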;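 also: 0% = plate median of test compound wells and 100% = 1 µM Z-Phe-Ala-diazomethylketone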
# proCasp3 act – activators of human procaspase-3 D3A mutant, primary screen, biochemical, absorbance, PC-3 D3A mutant, single concentration | recombinant procaspase-3 D3A, Ac-DEVD-pNA absorbance 405 nm | activation, % at 8.5 µM | hit rate 0.11% among 330,000 | AID 463141, 2010;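 active = activation above the mean of all tested compounds plus 3 SD, cut at about 21% in these data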;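 also: 0% = DMSO alone and 100% = DMSO wells spiked with extra 5 µM PC-3 D3A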
# Target sequence (P42574 whole entry D9A/D28A/D175A): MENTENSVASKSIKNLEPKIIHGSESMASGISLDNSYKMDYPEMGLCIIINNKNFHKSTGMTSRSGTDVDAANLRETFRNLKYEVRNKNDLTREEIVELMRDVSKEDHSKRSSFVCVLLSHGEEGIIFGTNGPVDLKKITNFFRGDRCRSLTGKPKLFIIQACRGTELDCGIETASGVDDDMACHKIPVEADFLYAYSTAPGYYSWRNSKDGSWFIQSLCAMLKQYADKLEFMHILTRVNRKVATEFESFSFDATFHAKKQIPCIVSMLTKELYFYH
#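 Test system: Procaspase-3 D3A mutant; medium: Zinc-free HEPES/NaCl buffer with 0.01% Triton X-100 at pH 7.4; reagent: DEVD-pNA substrate; doses: one concentration, 8.5 µM nominal, 0.8% DMSO; times: 1 h preincubation plus 2 h reaction at 25 °C; signal: Epi-absorbance at 405 nm of released p-nitroaniline, 0 and 120 min; replicates: singlicate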
# procasp7 counter – procaspase-7 activators, primary screen, counter-screen for procaspase-3 activator project, biochemical, absorbance, HTS, human; Caspase-7 (Homo sapiens), P55210; recombinant procaspase-7, Ac-DEVD-pNA absorbance 405 nm; D23A/D198A/D206A triple mutant, cannot self-cleave; scale: DMSO 0, 5 µM enzyme 100; activation, % at 8.5 µM; hit rate 0.093% among 330,000;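 active = percent activation above the screen-wide mean plus 3 SD, cut at about 25% in these data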
# Target sequence (P55210 whole entry D23A/D198A/D206A): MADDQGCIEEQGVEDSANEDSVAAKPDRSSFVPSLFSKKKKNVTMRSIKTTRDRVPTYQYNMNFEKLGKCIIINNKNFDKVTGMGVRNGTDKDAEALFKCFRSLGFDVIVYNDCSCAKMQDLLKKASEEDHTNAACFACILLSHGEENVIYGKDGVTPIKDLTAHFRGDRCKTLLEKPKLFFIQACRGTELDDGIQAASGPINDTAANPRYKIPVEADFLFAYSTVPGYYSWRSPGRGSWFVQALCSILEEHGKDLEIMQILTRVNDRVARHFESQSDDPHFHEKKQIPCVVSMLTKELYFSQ
#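 Assay system: Uncleavable procaspase-7 mutant enzyme | Input: 2 µM procaspase-7 mutant as dispensed | Timing: 1 h compound preincubation, 2 h substrate cleavage, 25 °C | Repeats: One well per compound | Control set: DMSO wells as 0%, DMSO with 5 µM added PC-7 as 100% | Technique: Epi-absorbance of released pNA at 405 nm, two timepoints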
# TPT1 inhibitor – Candida albicans TPT1 enzyme inhibitors, primary screen, biochemical, fluorescence polarization | tRNA 2'-phosphotransferase TPT1 (Candida albicans SC5314) | hit rate 0.81% among 300,000 | recombinant caTPT1, FP RNA substrate dephosphorylation | inhibition, % at 5 µM | AID 1962, 2009;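 active = inhibition above the mean of all tested compounds plus 3 SD, set per screening campaign, cut at about 24% in these data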;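 also: plate controls were DMSO alone for no effect and ferristatin control at 100 nM for full effect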
# GASC-1 inh – inhibitors of GASC-1 histone demethylase, primary screen, biochemical, fluorescence, DELFIA europium. Lysine-specific demethylase 4C (Homo sapiens), Q9H3R0. GST-JMJD2C(1-420) H3K9me3 demethylation. inhibition, % at 2.35 µM. hit rate 0.069% among 330,000. AID 2099, 2009;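 active = more than half of a compound's replicate wells show inhibition beyond 50%, single wells judged on their own value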;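 also: signal counts dimethyl H3K9 product captured on neutravidin plate; 0% = median of DMSO wells and 100% = 0.3 times that DMSO median; strong numbers were not always called active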
# Target sequence (Q9H3R0 1-420 limits assumed): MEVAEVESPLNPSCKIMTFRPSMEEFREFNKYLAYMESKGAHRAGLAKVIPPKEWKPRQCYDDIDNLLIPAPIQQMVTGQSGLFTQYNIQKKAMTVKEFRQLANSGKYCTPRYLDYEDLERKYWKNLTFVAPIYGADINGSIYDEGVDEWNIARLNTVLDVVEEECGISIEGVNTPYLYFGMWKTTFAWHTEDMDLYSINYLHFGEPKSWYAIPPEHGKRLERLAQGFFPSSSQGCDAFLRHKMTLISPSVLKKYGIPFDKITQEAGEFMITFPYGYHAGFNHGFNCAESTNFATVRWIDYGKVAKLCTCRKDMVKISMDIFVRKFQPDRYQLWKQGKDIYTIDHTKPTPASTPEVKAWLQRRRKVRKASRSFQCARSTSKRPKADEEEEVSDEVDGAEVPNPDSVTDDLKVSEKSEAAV
# An asterisk follows results filed as active; / = not tested or not shown.
SMILES,core dimer inh,Efflux pump mplx,PP5 primary,PP1 counter,Fh CTSL1 inh,proCasp3 act,procasp7 counter,TPT1 inhibitor,GASC-1 inh
CN(CC(=O)N1CCCC1)S(=O)(=O)c1ccc2ccccc2c1,3.0,0.0,-6.3,-5.7,9.2,4.1,1.2,3.6,-4.5
Cc1cc(C)n(-c2cc(C(C)(C)C)nc3c(-c4ccc(Cl)cc4)cnn23)n1,1.1,0.6,4.4,-3.2,1.9,6.9,1.6,2.0,-6.6
CC1CCCCC12NC(=O)N(CC(=O)OCC(=O)c1ccc(OC(F)F)cc1OC(F)F)C2=O (stereo unspecified),-1.5,-0.1,2.1,-1.7,-21.5,1.0,9.6,-0.6,0.1
Cc1ccc(-c2noc(CCC(=O)Nc3cc(C)ccn3)n2)cc1,1.3,-0.1,-0.8,-3.1,1.1,-2.8,4.1,2.9,-3.0
O=C(COc1ccc(Br)cc1F)Nc1nnc(C2CC2)s1,/,-0.1,/,/,/,2.1,10.7,/,4.5
O=S(=O)(NCC1OCCc2ccccc21)c1ccc(S(=O)(=O)N2CCOCC2)cc1 (stereo unspecified),-6.7,0.0,1.1,-1.5,1.2,3.6,-2.2,0.8,-10.9
Cc1cc2c(cc1S(=O)(=O)NCC(C)c1ccccc1)n(C)c(=O)c(=O)n2C (stereo unspecified),1.4,0.4,3.7,-2.6,-4.0,2.8,3.3,1.3,-11.1
CCc1nn(-c2ccccc2)c2c1-c1cc(OC)c(OC)cc1C1(N2)C(=O)Nc2ccccc21 (stereo unspecified),11.1,-0.1,3.5,1.7,0.3,-22.6,-13.1,-2.5,-2.0
COc1c(C(=O)NNC(=O)c2ccccc2Cl)csc1Br,0.7,0.0,-1.6,-3.2,-5.2,0.6,4.9,-4.3,5.3
O=C(Cc1cn2ccsc2n1)Nc1nc2c(s1)CCCC2,0.2,0.1,4.1,-0.3,-2.8,2.0,3.9,2.4,1.3
CCC(=O)NC1=C(NC(C)c2ccccc2)C(=O)c2ccccc2C1=O (stereo unspecified),-7.9,-0.1,-1.5,-5.7,1.2,-3.1,2.5,1.9,-5.2
Fc1cccc(CSc2nc3ccncc3[nH]2)c1,-1.8,0.3,1.7,-1.1,0.0,2.5,1.7,-0.2,10.7
Cc1ccccc1CSCC(=O)NC(=O)NC(C)(C)C,0.6,0.0,0.7,1.6,1.4,1.0,-1.4,-0.6,-21.3
COc1ccc(NC(=O)CC2C(=O)N(c3ccc(F)cc3)C(=S)N2NC(=O)c2ccccc2)cc1 (stereo unspecified),12.2,0.0,1.4,-4.9,-2.0,0.1,4.2,-2.1,-4.6
CCC(=O)Nc1cccc(NC(=S)NC(=O)c2ccc(C)cc2)c1,-3.9,0.0,4.7,-1.1,-0.7,-6.9,-10.0,-1.4,1.1
Cc1ccc(NC(=O)CCC(=O)c2cccs2)c(O)c1,2.1,0.0,1.4,-2.8,-11.3,4.2,7.2,-0.8,2.4
Cc1ccc(CNC(=O)c2ccc3c(c2)S(=O)(=O)c2ccccc2C3=O)o1,2.9,0.1,2.1,3.8,-0.4,1.9,4.2,-2.8,18.7
CCOC(=O)N1CCN(C(=O)Cc2ccc(-n3c(=O)[nH]c4ccccc4c3=O)cc2)CC1,5.4,0.0,0.6,-0.1,0.2,4.4,4.0,0.5,-6.0
O=C(CSc1nnc(-c2cccnc2)o1)Nc1ccccn1,-3.9,0.1,-3.1,-2.3,-2.0,-0.5,-0.9,-3.0,6.1
COc1cccc(NC(=O)CSc2nnc3c(n2)[nH]c2ccc(C)cc23)c1,14.6,0.1,0.3,-0.3,-1.6,3.5,1.5,-0.7,4.5

# 2 entries from above, with two lines to a compound.
# Results follow in this order: core dimer inh, Efflux pump mplx, PP5 primary, PP1 counter, Fh CTSL1 inh, proCasp3 act, procasp7 counter, TPT1 inhibitor, GASC-1 inh
- CCC(=O)NC1=C(NC(C)c2ccccc2)C(=O)c2ccccc2C1=O (stereo unspecified)
    -7.9, -0.1, -1.5, -5.7, 1.2, -3.1, 2.5, 1.9, -5.2
- CCOC(=O)N1CCN(C(=O)Cc2ccc(-n3c(=O)[nH]c4ccccc4c3=O)cc2)CC1
    5.4, 0.0, 0.6, -0.1, 0.2, 4.4, 4.0, 0.5, -6.0

# Further entries:
SMILES,core dimer inh,Efflux pump mplx,PP5 primary,PP1 counter,Fh CTSL1 inh,proCasp3 act,procasp7 counter,TPT1 inhibitor,GASC-1 inh
CC(=O)Nc1ccc(NC(=O)CS(=O)(=O)Cc2ccccc2)cc1,6.2,-0.1,3.3,2.7,0.1,5.3,6.1,-2.3,6.9
O=[N+]([O-])c1ccccc1/C=N/n1c(-c2ccccc2)n[nH]c1=S,10.6,-0.1,-1.1,-2.1,4.6,-7.8,-18.0,-1.9,3.8
COc1ccc(OC)c(-c2nc3cc4ccccc4cc3nc2-c2ccccc2)c1,5.4,0.2,3.1,-2.3,-0.9,-10.2,-20.3,-0.7,-2.1
Cc1ccc(-c2nc(C3CCCN(S(=O)(=O)c4ccc(C(F)(F)F)cc4)C3)no2)cc1 (stereo unspecified),-1.2,-0.3,-2.3,1.0,0.0,2.1,10.4,-3.2,-8.4
CCc1ccc(N(CC(=O)NCc2ccco2)C(=O)CCC(=O)Nc2nccs2)cc1,12.1,0.0,1.6,1.1,2.2,1.8,5.7,-1.3,-5.9
COc1cc(/C=N/NC(=O)C2c3ccccc3Oc3ccccc32)ccc1O,12.3,-0.1,0.5,4.0,3.9,-5.3,2.9,5.3,3.4
OCC1(CO)COC(/C=C/c2ccccc2)=N1,12.3,0.0,-0.1,-3.2,0.2,-1.4,3.2,-3.5,-5.1
CC(C)c1ccc(CN2C(=O)NC3(CCCCCC3)C2=O)cc1,8.6,0.1,4.4,3.8,-2.6,3.3,-1.4,-3.4,-2.0
CCn1c(Cc2ccccc2)n[nH]c1=S,-1.7,0.1,-2.4,-5.2,0.1,-4.0,-5.0,-0.3,11.6
Nc1nc(NC(=O)/C=C\C(=O)O)nn1-c1ccccc1,4.3,-0.1,2.5,1.9,-0.5,4.7,8.2,-3.4,6.9
O=C(N/N=C/c1ccccc1OCc1ccccc1Cl)c1cccnc1,7.3,0.0,2.5,4.0,6.9,-0.1,14.2,0.5,-4.4
N#C/C(=C\c1c[nH]c2ccccc12)c1nnc2n1CCCCC2,2.1,-0.1,-2.6,-5.8,0.9,-0.9,-2.6,-0.1,-5.8
O=C(NNC(=O)C1CCN(Cc2cccc(F)c2)CC1)c1cccc(Cl)c1,1.9,0.0,1.1,-3.3,-1.0,5.7,-0.8,-0.5,2.4
O=C(c1cccc(C(F)(F)F)c1)C1CCCN(C(=O)CN2CCOC2=O)C1 (stereo unspecified),7.5,0.1,3.1,4.5,1.2,-0.6,-4.5,-0.6,2.1
Cc1cccc(C)c1Nc1nnc(SCC(=O)c2ccc3c(c2)NC(=O)CO3)s1,11.9,-0.1,2.1,1.7,5.4,-6.5,-7.1,-1.9,7.0
CC[n+]1c(/C=C/Nc2ccccc2)oc2ccccc21,-3.5,0.1,3.4,3.0,3.4,-23.0,-38.4,38.4*,5.6
COc1ccc(O)c(/C=C(\C#N)C(=O)Nc2cccnc2)c1,2.2,-0.1,-0.5,2.0,-1.6,12.2,11.1,2.5,-1.9
Cc1ccc(S(=O)(=O)N2CCOCC2)cc1NC(=O)COc1ccc(-c2nnco2)cc1,1.0,0.0,1.6,1.0,-3.9,5.8,9.1,-0.9,14.5
CCCCN(CCCC)CCNC(=O)CN1C(=O)CSc2ccc(S(=O)(=O)N3CCCCC3)cc21,1.5,0.1,2.0,-2.5,2.9,1.1,-3.6,3.8,-3.5
COCCN1C(=O)N(C)[C@@H](c2ccccc2)C(C(C)=O)=C1C,0.4,0.0,1.5,-2.9,-0.9,7.7,-10.1,-0.1,-7.1
COc1cccc(/C=N/NC(=O)c2ccc(=O)n(C)c2)c1O,-3.5,0.2,2.2,-1.9,1.0,-0.2,-5.0,-2.7,2.9
C/C(=N\NC(=O)c1ccc(CN2CCOCC2)cc1)c1ccc([N+](=O)[O-])cc1,11.6,0.1,0.2,-5.2,-0.1,-3.9,7.6,0.1,2.4
Cc1ccc(NC(=O)CSc2ncnc3ccccc23)cc1S(=O)(=O)N1CCCCCC1,12.6,1.5,4.3,11.3,-16.2,0.1,-4.5,3.2,-10.8
COc1cc2c(cc1OC)C(C)N(C(=O)c1c(-c3ccccc3)noc1C)CC2 (stereo unspecified),0.5,0.0,1.9,-8.4,-5.5,-0.5,-2.4,-0.8,-1.1
Cc1cc2oc(=O)cc(-c3cc4ccccc4o3)c2cc1O,23.0,0.4,-0.1,23.8*,1.8,-8.9,-9.4,-3.7,1.8
COC(=O)c1sccc1NC(=O)c1cc(-c2ccc(C)cc2C)nc2ccccc12,-3.3,0.1,0.0,-1.0,2.2,-4.5,3.0,-0.7,4.4
Cc1cccc2nc(-c3ccccc3)nc(N[C@@H](CO)c3ccccc3)c12,-1.5,-0.1,2.8,2.9,1.7,-1.0,-2.2,-1.3,-0.7
CC(=O)[C@@]12O[C@@H]1C[C@H]1[C@@H]3CC[C@H]4C[C@@H](O)CC[C@]4(C)[C@H]3CC[C@@]12C,-6.3,-0.2,0.9,0.5,9.9,1.3,7.5,5.2,-8.6
COc1ccc(-n2c(C)c([N+](=O)[O-])c3ccc(O)c(CN(C)C)c32)cc1,-4.0,0.0,-0.7,-2.4,-1.2,1.3,20.0,-0.7,-0.1
COc1ccc(NC(=O)CSCC(=O)Nc2ccccc2N2CCCC2)cc1,-0.2,0.0,1.4,6.9,0.6,11.3,0.5,0.6,-10.0
NS(=O)(=O)c1ccc(NC(=S)NC(=O)C2CCCC2)cc1,-12.2,-0.1,2.3,1.1,5.2,-0.8,-6.7,-4.0,2.4
Cc1cccc(OCC(=O)Nc2cc(Cl)ccc2-n2cncn2)c1C,1.7,0.1,1.5,-1.1,1.2,-4.3,7.2,1.3,81.5
CCc1nc(N=Nc2c(O)[nH]c3ccccc23)c2c3c(sc2n1)CCC3,-16.9,-0.1,3.3,-3.3,-2.5,4.7,-6.7,3.8,-3.2

# Assay outcomes as filed in PubChem BioAssay.

# An unsorted share of the library; any-hit rate near 2.9%.
